KOR beta-arrestin-1: KOR agonists, beta-arrestin recruitment, primary screen, cell-based, luminescence, uHTS (AID 1777); 280,000 tested, 0.02% active; activation, % at 10 µM, or EC50 in µM where a hit was titrated; Kappa-type opioid receptor (Homo sapiens); KOR beta-arrestin recruitment, luminescence; higher % means a stronger effect; in the data active = activation above about 50%, passing the limit was not always enough; also: a part of the inactive calls stands beside numbers as strong as those of hits
Yfh1-off respiration: enhancers of respiration in Yfh1-depleted yeast, dose response, Friedreich's ataxia, plus single-dose screen (AID 1465); S. cerevisiae Yfh1-off respiration, WST-1 reduction, 72 h; higher fold induction means a stronger effect; fold induction at 50 µM; hits with a dose series show EC50 in µM; 220,000 tested, 0.074% active;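 active = fold induction of absorbance versus untreated yeast above a set limit, then at least 30% activation at any dose in follow-up; inconclusive = repeats straddling the limit, or above it without dose testing; inactive = fold induction below the set limit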;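 also: activators that raise dye reduction in frataxin-depleted yeast; strong numbers were not always called active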
KOR beta-arrestin-2: KOR antagonists, beta-arrestin recruitment, cell-based, luminescence, uHTS (AID 1778). Kappa-type opioid receptor (Homo sapiens). KOR beta-arrestin recruitment, luminescence, antagonist mode; higher % means a stronger effect. one-dose inhibition, % at 10 µM; IC50 in µM for titrated hits. 290,000 tested, 0.091% active; also: strong numbers were not always called active
HIV fusion peptide: inhibitors of HIV fusion peptide binding, primary screen, biochemical, uHTS, fluorescence dequenching (AID 1986). 290,000 tested, 0.3% active. one-dose inhibition, % at 20 µM; IC50 in µM for titrated hits. cell-free peptide binding, fluorescence dequenching, 30 min; higher % means a stronger effect; in the data active = inhibition mostly above about 52%, no sharp cut-off; inactive = mostly below about 76%; also: some results filed as inactive read as strong as hits
West Nile antiviral: West Nile virus antiviral activity, cell-based, CPE readout (AID 1621) | West Nile virus-infected cells, CPE inhibition; higher % means a stronger effect | 290,000 tested, 0.02% active | CPE inhibition, % at 10 µM; hits with a dose series show IC50 in µM; in the data active = a potency from the dose series; inconclusive = CPE inhibition mostly from about 3.7% at the one dose, without a potency; inactive = the rest, 99 in 100 with CPE inhibition below about 2.2%; also: strong numbers were not always called active
Dengue-2 NS5 capping: Dengue-2 NS5 methyltransferase inhibitors, primary screen, biochemical, confirmation dose response (AID 588689) | Dengue-2 NS5 methyltransferase capping enzyme assay, biochemical; higher % means a stronger effect | Genome polyprotein (Dengue virus type 2 (strain 16681-PDK53)) | 340,000 tested, 0.3% active | one-dose inhibition, % at 25 µM; IC50 in µM for titrated hits; in the data active = a potency from the dose series; inconclusive = inhibition above about 29% without an active follow-up result
NOD1 inhibition: NOD1 signaling inhibitors, primary screen, cell-based, luminescence, uHTS (AID 1578); one-dose inhibition, % at 4 µM; EC50 in µM for titrated hits; 290,000 tested, 1% active; NOD1-driven NF-kB luciferase reporter cells, luminescence; higher % means a stronger effect; in the data active = inhibition mostly above about 36%, no sharp cut-off; inactive = mostly below about 34%;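 also: HEK-293T reporter cells stimulated with the NOD1 agonist gamma-tri-DAP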
NOD2 inhibition: NOD2 signaling inhibitors, cell-based, luminescence, uHTS, HEK293 (AID 1566). 290,000 tested, 0.63% active. one-dose inhibition, % at 4 µM; EC50 in µM for titrated hits. HEK293 NOD2/NF-kB luciferase reporter, luminescence; higher % means a stronger effect; also: many of its hits are not listed in these tables
AID2073: inhibitors of Mint1-CaV2.2 protein interaction, biochemical, HTRF (AID 2073); Voltage-dependent N-type calcium channel subunit alpha-1B (Homo sapiens); HTRF protein-protein interaction, Mint1-CaV2.2; higher % means a stronger effect; one-dose inhibition, % at 20 µM; IC50 in µM for titrated hits; 290,000 tested, 0.19% active; in the data active = inhibition mostly above about 51%, no sharp cut-off; inconclusive = no clear call, values can overlap the other calls; inactive = mostly below about 53%; also: some results filed as inactive read as strong as hits
Dengue-2 NS5 capping pilot replicate: recorded beside Dengue-2 NS5 capping, whose call it bears; inhibition, %; measured here: pilot screen replicate inhibition
* hit, by the source's call; [ ] = dose if it differs, or a comment. Rule as the data show it, unless noted: active = inhibition above about 50%; inactive = the rest. This is a subset. The share of hits here may be higher or lower than overall.

Start of the listing, in advance, 2 compounds:
For Cc1ccc(Cc2c(C)nc3nc(SCC(=O)N4CCC5(CC4)OCCO5)nn3c2C)cc1 the results were KOR beta-arrestin-1 0.0%, Yfh1-off respiration inactive, KOR beta-arrestin-2 -20.1%, HIV fusion peptide 0.0%, West Nile antiviral -0.6%, Dengue-2 NS5 capping 0.0%, NOD1 inhibition 2.9%, NOD2 inhibition 5.6% and AID2073 13.7%.
`C=CCN1C(=O)NC(=O)/C(=C/c2ccoc2)C1=O` gave KOR beta-arrestin-1 6.0%, Yfh1-off respiration inactive, KOR beta-arrestin-2 -4.2%, HIV fusion peptide 49.0%, West Nile antiviral 0.6%, NOD1 inhibition 29.9%, NOD2 inhibition 13.1% and AID2073 -2.6%.

Main list, repeating the preview:
For Cc1ccc(Cc2c(C)nc3nc(SCC(=O)N4CCC5(CC4)OCCO5)nn3c2C)cc1 the results were KOR beta-arrestin-1 0.0%, Yfh1-off respiration inactive, KOR beta-arrestin-2 -20.1%, HIV fusion peptide 0.0%, West Nile antiviral -0.6%, Dengue-2 NS5 capping 0.0%, NOD1 inhibition 2.9%, NOD2 inhibition 5.6% and AID2073 13.7%.
`C=CCN1C(=O)NC(=O)/C(=C/c2ccoc2)C1=O` gave KOR beta-arrestin-1 6.0%, Yfh1-off respiration inactive, KOR beta-arrestin-2 -4.2%, HIV fusion peptide 49.0%, West Nile antiviral 0.6%, NOD1 inhibition 29.9%, NOD2 inhibition 13.1% and AID2073 -2.6%.
For Cc1ccc(S(=O)(=O)N(C)CCCC(=O)N2CCN(c3ccccn3)CC2)cc1 the results were KOR beta-arrestin-1 6.3%, Yfh1-off respiration inactive, KOR beta-arrestin-2 -20.4%, HIV fusion peptide 3.4%, West Nile antiviral -0.4%, Dengue-2 NS5 capping 5.4%, NOD1 inhibition 5.5%, NOD2 inhibition 10.0% and AID2073 4.6%.
Screening COc1ccc(-c2nc3ccccc3c(=O)n2-c2nccs2)cc1 returned KOR beta-arrestin-1 1.0%, Yfh1-off respiration inactive, KOR beta-arrestin-2 -17.6%, HIV fusion peptide 0.4%, West Nile antiviral -0.3%, Dengue-2 NS5 capping 4.6%, NOD1 inhibition -14.2%, NOD2 inhibition 11.5% and AID2073 2.5%.
CC1(c2ccc(Cl)cc2Cl)OCC(Cn2cncn2)O1 (stereo unspecified) was read as Yfh1-off respiration inactive, KOR beta-arrestin-2 -11.0%[20 µM], HIV fusion peptide 1.3%, West Nile antiviral -0.1%, Dengue-2 NS5 capping 7.8%, NOD1 inhibition -3.6%, NOD2 inhibition 60.3%* and AID2073 -11.9%.
`COc1ccccc1CN1CCN(C(=O)COc2ccccc2)CC1` gave KOR beta-arrestin-1 -3.9%, Yfh1-off respiration inactive, KOR beta-arrestin-2 23.2%, HIV fusion peptide -0.6%, West Nile antiviral -0.5%, Dengue-2 NS5 capping -4.8%, NOD1 inhibition -24.6%, NOD2 inhibition 8.2% and AID2073 -7.1%.
For CCc1ccc(CN2CCCC(C(=O)c3sccc3C)C2)o1 (stereo unspecified) the results were KOR beta-arrestin-1 -6.1%, Yfh1-off respiration inactive, KOR beta-arrestin-2 4.3%, HIV fusion peptide 0.5%, West Nile antiviral -1.2%, Dengue-2 NS5 capping -4.0%, NOD1 inhibition -19.0%, NOD2 inhibition -3.8% and AID2073 -18.2%.
Screening COc1ccc(OC)c(N2C(=O)CC(=O)NC2=O)c1 returned KOR beta-arrestin-1 4.3%, KOR beta-arrestin-2 -4.3%, HIV fusion peptide 2.5%, West Nile antiviral 0.5%, Dengue-2 NS5 capping -9.9%, NOD1 inhibition -25.8%, NOD2 inhibition 2.6% and AID2073 -3.5%.
Screening O=c1[nH]c(=S)[nH]c(O)c1/C=C1/C=c2ccccc2=N1 returned KOR beta-arrestin-1 -3.7%, KOR beta-arrestin-2 -96.6%[20 µM], HIV fusion peptide 28.5%, West Nile antiviral -1.0%, Dengue-2 NS5 capping 14.4%, NOD1 inhibition 2.5%, NOD2 inhibition 8.3%, AID2073 49.4% and Dengue-2 NS5 capping pilot replicate 7.3.
Screening Cc1cc(OCC(=O)Nc2ccncc2)cc(C)c1Br returned KOR beta-arrestin-1 10.1%, Yfh1-off respiration inactive, KOR beta-arrestin-2 -63.3%, HIV fusion peptide 0.2%, West Nile antiviral 0.0%, Dengue-2 NS5 capping 0.0%, NOD1 inhibition 3.21µM*, NOD2 inhibition 8.76µM* and AID2073 11.5%.
For COc1ccccc1CN1CCN(C(=O)COc2ccc3ccccc3c2)CC1 the results were KOR beta-arrestin-1 0.1%, KOR beta-arrestin-2 19.7%, HIV fusion peptide 2.7%, West Nile antiviral -0.4%, Dengue-2 NS5 capping -12.4%, NOD1 inhibition -10.1%, NOD2 inhibition 23.6% and AID2073 33.1%.
`N=C1c2ccccc2CN1NC(=O)c1ccccc1` gave KOR beta-arrestin-1 6.5%, Yfh1-off respiration inactive, KOR beta-arrestin-2 -39.3%, HIV fusion peptide 0.0%, West Nile antiviral -0.7%, Dengue-2 NS5 capping -20.2%, NOD1 inhibition 19.2%, NOD2 inhibition 15.3% and AID2073 23.6%.
Screening Cc1ccc(Cn2nnnc2CN2CCC(n3nnc4ccccc43)CC2)cc1 returned Yfh1-off respiration inactive, HIV fusion peptide -1.1%, West Nile antiviral -0.6%, Dengue-2 NS5 capping 0.0%, NOD1 inhibition -2.9%, NOD2 inhibition -7.4% and AID2073 -4.8%.
Nc1ccncc1Cl was read as KOR beta-arrestin-1 -0.8%, Yfh1-off respiration inactive, KOR beta-arrestin-2 -9.3%, HIV fusion peptide 0.4%, West Nile antiviral 0.6%, Dengue-2 NS5 capping -1.6%, NOD1 inhibition -24.6%, NOD2 inhibition 13.1% and AID2073 3.7%.
CC(C)[C@@]1(NC(=O)[C@@H]2C=C3c4cccc5[nH]cc(c45)C[C@H]3N(C)C2)O[C@@]2(O)[C@@H]3CCCN3C(=O)[C@H](Cc3ccccc3)N2C1=O was read as KOR beta-arrestin-1 -3.1%, KOR beta-arrestin-2 -19.1%, HIV fusion peptide 32.2%, NOD1 inhibition -18.3%, NOD2 inhibition 8.5% and AID2073 66.3%*.
For C[C@@H]1CC2(CCCC[N+]2(C)C)C[C@H]1C the results were KOR beta-arrestin-1 -4.2%, Yfh1-off respiration inactive, KOR beta-arrestin-2 8.8%, HIV fusion peptide -1.3%, West Nile antiviral 0.3%, Dengue-2 NS5 capping 6.2%, NOD1 inhibition -11.9%, NOD2 inhibition 9.5% and AID2073 -10.2%.
Screening Cc1c2ccncc2c(C)c2c1[nH]c1ccccc12 returned KOR beta-arrestin-1 16.5%, Yfh1-off respiration inactive, KOR beta-arrestin-2 12.9%, HIV fusion peptide -0.5%, West Nile antiviral -2.3%, Dengue-2 NS5 capping 2.9%, NOD1 inhibition -13.5%, NOD2 inhibition 8.8% and AID2073 13.0%.
CN1C(=O)N(C)C(=O)C2(Sc3ccccc3C2=O)C1=O was read as KOR beta-arrestin-1 -2.5%, Yfh1-off respiration inactive, KOR beta-arrestin-2 33.9%, HIV fusion peptide 4.3%, West Nile antiviral -0.3%, Dengue-2 NS5 capping 10.9%, NOD1 inhibition -3.2%, NOD2 inhibition -7.2% and AID2073 2.5%.
Screening CC(C)(C)NCC(O)c1cc(Cl)c(N)c(Cl)c1 (stereo unspecified) returned KOR beta-arrestin-1 0.7%, Yfh1-off respiration inactive, KOR beta-arrestin-2 -22.5%, HIV fusion peptide -0.2%, West Nile antiviral -0.5%, Dengue-2 NS5 capping -4.5%, NOD1 inhibition -20.2%, NOD2 inhibition 10.7% and AID2073 0.0%.
Screening CN1CCc2c(C#N)c(Cl)nc(Cl)c2C1 returned KOR beta-arrestin-1 -1.5%, Yfh1-off respiration inactive, KOR beta-arrestin-2 14.4%, HIV fusion peptide 5.1%, West Nile antiviral 0.0%, Dengue-2 NS5 capping 5.5%, NOD1 inhibition -1.8%, NOD2 inhibition 3.9% and AID2073 5.0%.
For COCCNC(=O)c1c(N)n(CCC(C)C)c2nc3ccccc3nc12 the results were KOR beta-arrestin-1 -8.7%, Yfh1-off respiration inactive, KOR beta-arrestin-2 22.0%, HIV fusion peptide -0.2%, West Nile antiviral 0.4%, Dengue-2 NS5 capping -3.2%, NOD1 inhibition 12.9%, NOD2 inhibition 24.5% and AID2073 22.6%.
`CN1CC(C(=O)c2cccc(C(F)(F)F)c2)C(c2ccc(Cl)cc2)C1` (stereo unspecified) gave KOR beta-arrestin-1 -5.2%, KOR beta-arrestin-2 48.3%, HIV fusion peptide -1.1%, West Nile antiviral -3.1%, Dengue-2 NS5 capping -5.2%, NOD1 inhibition -2.1%, NOD2 inhibition -12.3% and AID2073 12.8%.
Screening COc1ccc(-n2c(O)c(/C(C)=N/N3CCCCCC3)c(=O)[nH]c2=O)cc1 returned KOR beta-arrestin-1 1.3%, Yfh1-off respiration inactive, KOR beta-arrestin-2 23.3%, HIV fusion peptide 1.0%, West Nile antiviral 1.2%, NOD1 inhibition -3.7%, NOD2 inhibition 13.3% and AID2073 7.6%.
O=C1C2CCN(CC2)C1Cc1ccc(OCCOc2ccccc2)cc1 (stereo unspecified) was read as KOR beta-arrestin-1 -7.6%, Yfh1-off respiration inactive, KOR beta-arrestin-2 1.2%, HIV fusion peptide 1.6%, West Nile antiviral -0.5%, Dengue-2 NS5 capping 3.2%, NOD1 inhibition -7.5%, NOD2 inhibition 1.8% and AID2073 -1.4%.
For CN(C)C(Cc1ccc(Cl)cc1)C(=O)c1ccccc1 (stereo unspecified) the results were KOR beta-arrestin-1 2.0%, Yfh1-off respiration inactive, KOR beta-arrestin-2 -26.0%, HIV fusion peptide 6.2%, West Nile antiviral -0.3%, Dengue-2 NS5 capping -9.6%, NOD1 inhibition -25.9%, NOD2 inhibition -0.6% and AID2073 9.0%.
`CC(=O)Nc1cccc([As](=O)(c2cccc(NC(C)=O)c2)c2cccc(NC(C)=O)c2)c1` gave KOR beta-arrestin-1 -0.9%, Yfh1-off respiration inactive, KOR beta-arrestin-2 7.7%, HIV fusion peptide -0.5%, West Nile antiviral -0.1%, Dengue-2 NS5 capping -15.0%, NOD1 inhibition 0.2%, NOD2 inhibition 24.6% and AID2073 5.6%.
O=C(c1cccn2c(=O)c3ccc(Cl)cc3nc12)N1CCC2(CC1)OCCO2 was read as KOR beta-arrestin-1 3.1%, KOR beta-arrestin-2 -9.7%, HIV fusion peptide 1.2%, Dengue-2 NS5 capping -1.6%, NOD1 inhibition -24.4%, NOD2 inhibition 5.9% and AID2073 inconclusive.
Cc1noc(C)c1CC(=O)N1CCCC(N2CCN(c3ccccc3F)CC2)C1 (stereo unspecified) was read as KOR beta-arrestin-1 4.8%, KOR beta-arrestin-2 -25.8%, HIV fusion peptide 0.2%, West Nile antiviral -0.6%, Dengue-2 NS5 capping -2.6%, NOD1 inhibition -15.3%, NOD2 inhibition -0.2% and AID2073 9.5%.
